Screening data (PubChem)
GIRK2 activator: Activators of human GIRK2-containing channels; P48051; HEK293 GIRK2/NPY4 cells, thallium flux fluorescence; activation (% efficacy), % for hits at 37.5 µM; 34,000 tested, under 10 active; AID 1259324;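 active = primary screen hit, no activity in plain HEK293 cells, and in GIRK2-only cells above 5% efficacy rising with concentration; inactive = the rest, including fluorescent compounds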;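 note: efficacy is normalized control-subtracted fluorescence 15 s after thallium addition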
Target sequence (P48051 whole entry, looked up): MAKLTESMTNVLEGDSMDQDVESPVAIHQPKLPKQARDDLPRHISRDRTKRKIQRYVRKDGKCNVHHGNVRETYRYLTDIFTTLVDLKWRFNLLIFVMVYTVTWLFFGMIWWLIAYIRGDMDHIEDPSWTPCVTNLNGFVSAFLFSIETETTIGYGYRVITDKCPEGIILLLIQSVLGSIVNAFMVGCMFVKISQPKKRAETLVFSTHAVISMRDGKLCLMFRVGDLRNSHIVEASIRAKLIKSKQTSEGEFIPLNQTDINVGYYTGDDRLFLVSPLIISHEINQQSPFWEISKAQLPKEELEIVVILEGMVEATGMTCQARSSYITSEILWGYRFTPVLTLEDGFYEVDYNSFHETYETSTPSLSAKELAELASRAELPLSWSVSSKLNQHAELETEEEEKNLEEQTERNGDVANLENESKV
Calls only; i = inactive.

SMILES,GIRK2 activator
COCCCNC(=O)C(=O)Nc1c2c(nn1-c1ccc(Cl)cc1)CSC2,i
Cn1cccc1CN(C(=O)Nc1cccs1)C1CC1,i
Cc1ccccc1NC(=O)NC1(c2nc(-c3ccsc3)no2)CCCCC1,i
Cc1nc(NCCNC(=O)Nc2cccc(C(F)(F)F)c2)cc(N2CCOCC2)n1,i
O=C(NCCc1ccccc1)N1CCN(Cc2nc(-c3ccco3)cs2)CC1,i
CCC(C)NC(=O)C(=O)Nc1c2c(nn1-c1ccc(Cl)cc1)CS(=O)(=O)C2 (stereo not drawn),i
O=S(=O)(c1c(F)cccc1F)N1CCC(c2ccsc2)CC1,i
CCn1ccc(C(=O)Nc2nnc(-c3ccc(C)cc3)o2)n1,i
O=C(CSc1nccn2nc(-c3ccccc3)cc12)Nc1ccccc1F,i
CCc1cccc(C)c1NC(=O)c1c(-c2ccccc2Cl)noc1C,i
CS(=O)(=O)c1ccc(NC(=S)N2CCN(c3cccc(Cl)c3)CC2)cc1,i
CC1CCN(C(=O)CSc2nnc3ccc(-c4ccco4)nn23)CC1,i
Nc1[nH]ncc1-c1ccc(Cl)cc1,i
CCOC(=O)C1CCc2sc(NC(=O)Cc3c(C)[nH]c(=O)[nH]c3=O)nc21 (stereo not drawn),i
O=C(NCc1cccs1)C(=O)NCC(O)(c1ccco1)C1CC1 (stereo not drawn),i
COc1cccc(-c2cn(CC(=O)NCc3ccc(C)cc3)nc2N2CCOCC2)c1,i
O=C(COc1ccc2c(c1)OCO2)NCCOc1ccc(F)cc1,i
COc1ccc(-c2noc(-c3c(SC)nn(CC(=O)Nc4c(C)cccc4C)c3N)n2)cc1,i
CC(C)CNC(=O)C(=O)NCC1CCN(Cc2cccs2)CC1,i
COc1ccc(CCNC(=O)c2nc(-c3cnccn3)no2)cc1,i
COc1cccc(-c2cc(CC(=O)Nc3ccc(F)c(Cl)c3)no2)c1,i
COc1ccc(-c2nc3sc(CCNC(=O)Nc4c(F)cccc4F)c(C)n3n2)cc1,i
CCCOc1cn(-c2ccc(F)cc2)nc1C(=O)Nc1ccccc1OC,i
O=C1COc2ccc(NC(=O)c3cc(-c4ccco4)n(C4CCS(=O)(=O)C4)n3)cc2N1 (stereo not drawn),i
O=S(=O)(c1ccccc1F)N1CCN(CCn2cccn2)CC1,i
CCS(=O)(=O)c1ccc(CC(=O)Nc2cc(C)no2)cc1,i
O=C(NCC1CCN(Cc2cccs2)CC1)c1ccccc1F,i
COc1ccc(S(=O)(=O)NCC(O)c2ccc(C(F)(F)F)cc2)c(C)c1 (stereo not drawn),i
Cc1ccc(-n2ncc3c(=O)n(NC(=O)c4ccc(S(=O)(=O)N5CCOCC5)cc4)cnc32)cc1,i
CC(C)COc1cccc(OCC(=O)O)c1,i
Cc1c(Cl)ccc2sc(N(Cc3ccccc3)C(=O)c3ccn(C)n3)nc12,i
CC(C)C(=O)Nc1ccc(C(=O)NCCNC(=O)c2ccc(C(C)(C)C)cc2)cc1,i
COc1cc(NC(=O)CN2N=NC3C(=O)N(c4ccc(F)cc4)C(=O)C32)cc(OC)c1 (stereo not drawn),i
COc1ccc(Cl)cc1NC(=O)C(=O)NCc1ccsc1,i
Cc1ccccc1NC(=O)Nc1ccc(CC(=O)N2CCCC2)cc1,i
Cc1cn(C)nc1C(=O)Nc1sc(C)c(C)c1C#N,i
CCn1nnc2c(SCc3ccccc3Cl)ncnc21,i
COc1cc(C)c(C)cc1S(=O)(=O)NCC1CCN(c2ccccn2)CC1,i
COc1ccc(NC(=O)Cc2csc(Nc3ccc(S(C)(=O)=O)cc3)n2)c(OC)c1,i
O=C(NCC1CCN(Cc2cccs2)CC1)C(=O)Nc1ccc(C(F)(F)F)cc1,i
CCc1c(C)nc(-n2nc(-c3ccco3)cc2NC(=O)c2cc(C3CC3)on2)[nH]c1=O,i
COc1ccc(CNC(=O)Cn2c(=O)n(C(C)C)c(=O)c3nscc32)cc1,i
COc1ccc(CNC(=O)N2CCC(c3nnc(-c4ccc(F)cc4)o3)CC2)cc1OC,i
COC(=O)c1ccc(NC(=O)C(=O)NCC2CCN(C3CCCC3)CC2)cc1,i
CNC(=O)C1Cc2ccccc2N1C(=O)NC1CCCCC1 (stereo not drawn),i
Cc1ccc(S(=O)(=O)N(C)c2ccc(C(=O)n3nc(C)cc3C)cc2)cc1,i
Cc1nc(-c2ccccc2)sc1C(=O)NCCn1nc(-c2cccnc2)ccc1=O,i
Cc1cc(NC(=O)Cc2cccs2)n(C2CCS(=O)(=O)C2)n1 (stereo not drawn),i
O=C(CSc1nccn(-c2ccc(F)cc2)c1=O)Nc1ccc(Cl)cc1F,i
CC1CCN(S(=O)(=O)c2ccc(-c3nc(C#N)c(N4CCCCCC4)o3)cc2)CC1,i

(further entries)
SMILES,GIRK2 activator
O=C(c1cccs1)N1CC(C(=O)N2CCN(Cc3ccccn3)CC2)C1,i
CCS(=O)(=O)NCC(c1cccnc1)N1CCN(Cc2ccccc2)CC1 (stereo not drawn),i
CCCCc1ccc(Nc2nc(N3CCCC3)c3[nH]cnc3n2)cc1,i
O=C(Nc1nc(CC(=O)N2CCc3ccccc32)cs1)c1ccc[nH]c1=O,i
CCOc1ccc(-c2noc(CCn3c(=O)[nH]c4ccccc4c3=O)n2)cc1,i
COc1ccccc1CNC(=O)CSc1nc(=O)n(CCO)c2c1CCC2,i
O=C(CSc1nc(=O)n(CCO)c2c1CCC2)NCc1ccco1,i
Cc1cc(C(=O)Nc2ccccc2-c2nc3ccccc3[nH]2)on1,i
Cc1ccccc1Nc1nnc(CC(=O)N2CCN(c3ccccc3)CC2)s1,i
Cc1ccc(Cl)c2sc(N3CCN(C(=O)c4ccno4)CC3)nc12,i
Cc1cc(C(=O)Nc2nnc(Cc3cccs3)o2)n(C)n1,i
O=c1ccc2cc(S(=O)(=O)Nc3cc(Cl)ccc3O)ccc2o1,i
CC1CN(C)CCN1CC1CCN(C(=O)c2ccc(F)c(F)c2)CC1 (stereo not drawn),i
CN(C1CC1)S(=O)(=O)c1ccc(C(=O)Nc2c(C(N)=O)oc3ccccc23)cc1,i
O=C(Cc1cc(-c2ccccc2)on1)Nc1ccccc1-c1ccccc1,i
O=S(=O)(NCC#CCN1CCc2ccccc2C1)c1cccs1,i
CC(C)(C)C(=O)N1CCc2ccc(NC(=O)c3ccc(F)cc3Cl)cc21,i
O=C(CCCS(=O)(=O)c1ccccc1)Nc1cccc2ccccc12,i
Cc1ccc(CNC(=O)c2nnn(-c3ccccc3Cl)c2-c2ccncc2)o1,i
COc1cccc(C(=O)Nc2ccc(N3CCCC3=O)c(OC)c2)c1,i
CCc1ccc(S(=O)(=O)Nc2ccc3nc(C)n(-c4ccc(OC)cc4)c(=O)c3c2)s1,i
COc1ccccc1NC(=O)N1CCC2(CC1)NC(=O)N(CCc1ccccc1)C2=O,i
CSCCC(C)(O)CNC(=O)C1(c2ccccc2)CCOCC1 (stereo not drawn),i
COc1ccc(-c2csc(NC(=O)/C(C)=C\C(=O)O)n2)cc1,i
COc1ccc(-c2nnc(NC(=O)c3ccco3)o2)cc1OC,i
c1cnn(CCN2CCNCC2)c1,i
COc1cccc2sc(N(Cc3cccnc3)C(=O)c3cc(C)no3)nc12,i
Cc1ccc(NC(=O)C(=O)NCC2CCN(C(=O)COc3ccccc3)CC2)cc1C,i
CCCS(=O)(=O)N1CCCc2cc(NC(=O)NCCCc3ccccc3)ccc21,i
O=C(NCCOc1ccc(F)cc1)c1cc([N+](=O)[O-])cc([N+](=O)[O-])c1,i
CCOC(=O)Cn1nc2c(c1N)CSC2,i
COc1ccc2nc(OC3CCN(C(=O)c4ccc(S(C)(=O)=O)cc4)CC3)sc2c1,i
CS(=O)(=O)N1CCCCC1C(=O)N1CC(=O)Nc2ccccc21 (stereo not drawn),i
Cc1ccc(-n2nnnc2CN2CCN(S(=O)(=O)c3cccs3)CC2)cc1,i
COc1ccccc1CNC(=O)C(=O)Nc1ccc(N2CCCC2=O)c(C)c1,i
O=C(NCCc1c[nH]c2ccccc12)C(=O)Nc1cccc(N2CCCC2=O)c1,i
O=C(c1ccco1)N1CCN(S(=O)(=O)CCN2C(=O)CCCC2=O)CC1,i
O=C(Nc1nnc(CCS(=O)(=O)c2ccccc2)o1)c1sc2ccccc2c1Cl,i
Cc1cc(C(=O)N2CCOCC2)nn1CC(=O)N1CCN(c2ccccc2Cl)CC1,i
COCCn1nnn(-c2ccc(NS(=O)(=O)/C=C/c3ccccc3)cc2)c1=O,i

Continued (2 carried over from the part before).
SMILES,GIRK2 activator
Cc1cc(C(=O)N2CCOCC2)nn1CC(=O)N1CCN(c2ccccc2Cl)CC1,i
COCCn1nnn(-c2ccc(NS(=O)(=O)/C=C/c3ccccc3)cc2)c1=O,i
Cc1cc(Nc2ccc3c(c2)OCO3)nc(-n2nc(C)cc2C)n1,i
O=C(Nc1cccc(Cl)c1)c1ccc(=O)n(Cc2ccc(Cl)cc2)c1,i
CCCCCOC(=O)Cn1c(=O)oc2ccc(C)cc21,i
O=C(COc1ccccc1)N1CCC(CNS(=O)(=O)c2ccccc2Cl)CC1,i
O=S(=O)(c1ccc(F)c(Cl)c1)N1CCC(c2nnc(C3CC3)o2)CC1,i
CC1CCCN(C(=O)COc2ncccn2)C1 (stereo not drawn),i
O=S(=O)(N1CCOCC1)n1nnc2ccccc21,i
O=C(Cc1cc(-c2ccco2)on1)NC(c1ccccc1)c1ccccc1,i
O=C(CC(c1ccccc1)c1ccccc1)NCC(O)Cc1ccccc1 (stereo not drawn),i
O=C(Cn1ccc2ccn(Cc3ccccc3F)c2c1=O)Nc1ccc2c(c1)OCCO2,i
COc1ccc(F)cc1S(=O)(=O)NCC1CCN(C(=O)Oc2ccccc2)CC1,i
O=C(Cc1cc(-c2ccccc2F)on1)NCCc1ccccc1,i
O=C(CCc1ccccc1)Nc1nnc(Cc2cccs2)o1,i
Cn1ccnc1N1CCN(C(=O)c2ccc(C(C)(C)C)cc2)CC1,i
Cn1c(=O)c2c(nc(Nc3ccc(S(N)(=O)=O)cc3)n2CC(=O)O)n(C)c1=O,i
CCc1nc2sc(C(c3ccccc3Cl)N3CCCCC3)c(O)n2n1 (stereo not drawn),i
O=C(Cc1ccc(Cl)cc1)N1CCN(c2ccc(Nc3ccccn3)nn2)CC1,i
Cn1cccc1C(CNC(=O)C(=O)NCc1ccc2c(c1)OCO2)N1CCCCCC1 (stereo not drawn),i
O=C(Nc1cccc(N2CCCCC2=O)c1)C1CCCC1,i
COC(=O)N1CC(=O)Nc2ccccc21,i
CC(C)(C)C(=O)Nc1ccc(C(=O)NCCNC(=O)NC2CCCCC2)cc1,i
COc1ccc(-c2ccc(CCC(=O)NCC3CCCO3)o2)cc1 (stereo not drawn),i
Cc1cc(S(=O)(=O)N2CCOC23CCN(C(=O)c2cc(=O)c4ccccc4o2)CC3)ccc1F,i
COc1ccc(-c2ccc(CCC(=O)N3CCOCC3)o2)cc1,i
CCCN1C(=O)NC2(CCN(C(=O)c3cc4ccccc4oc3=O)CC2)C1=O,i
Cc1nc(C)c(CC(=O)NCc2ccc3c(c2)OCO3)s1,i
COc1cc(OC)c(NC(=O)Cn2cnc3c(-c4ccc(C)cc4)csc3c2=O)cc1Cl,i
Cc1cc(OCC(O)CN)ccc1Cl (stereo not drawn),i
CCOc1ccc(S(=O)(=O)N2CCN(CCO)CC2)c2ccccc12,i
Cc1ccc2c(=O)c(-c3nc(-c4cccc(F)c4)no3)cn(CC(=O)Nc3ccccc3C)c2n1,i

Grouped by structure, the compounds so far with a tert-butyl group
SMILES,GIRK2 activator
CC(C)C(=O)Nc1ccc(C(=O)NCCNC(=O)c2ccc(C(C)(C)C)cc2)cc1,i
CC(C)(C)C(=O)N1CCc2ccc(NC(=O)c3ccc(F)cc3Cl)cc21,i
Cn1ccnc1N1CCN(C(=O)c2ccc(C(C)(C)C)cc2)CC1,i
CC(C)(C)C(=O)Nc1ccc(C(=O)NCCNC(=O)NC2CCCCC2)cc1,i

The list goes on.
SMILES,GIRK2 activator
COc1cc(N2CCN(C(=O)c3cnccn3)CC2)nc(C)n1,i
Cc1ccc(C(CNC(=O)C(=O)Nc2ccc3c(c2)OCO3)N(C)C)cc1 (stereo not drawn),i
O=C(Cc1cc(-c2cc3ccccc3o2)on1)NCc1cccs1,i
Cn1cccc1C(CNC(=O)C(=O)Nc1ccon1)N1CCc2ccccc2C1 (stereo not drawn),i
CCOc1ccc(C(O)=C2C(=O)C(=O)N(CCN(CC)CC)C2c2ccccn2)cc1 (stereo not drawn),i
CC(C)c1ccc(NC(=O)CSC2=NC(C)(C)Nc3ccccc32)cc1,i
CCOc1ccc(-c2csc(NC(=O)C=C(C)C)n2)cc1,i
CC(C)NC(=O)C(=O)Nc1ccc2c(c1)N(C(=O)C(C)C)CCC2,i
O=C(NCc1cccc(F)c1)NC1(c2nc(-c3cccnc3)no2)CCCCC1,i
CCOc1cc(C(c2c(O)cc(C)[nH]c2=O)c2c(O)cc(C)[nH]c2=O)ccc1O,i
O=C(Cc1cc(-c2ccc(F)cc2)on1)Nc1ccc(C(F)(F)F)cc1,i
COc1ccc(C2(CNC(=O)c3ccc4c(c3)OCO4)CCOCC2)cc1,i
O=C(NCCc1csc2nc(-c3cccs3)nn12)NCc1ccc(Cl)cc1,i
COc1ccc(OC)c2sc(NC(=O)CS(=O)(=O)Cc3ccccc3)nc12,i
COc1ccccc1C1(CNC(=O)CCSc2ccccc2)CCOCC1,i
COc1cccc(C(=O)N2CCN(c3ccc(-c4ccc(C)c(C)c4)nn3)CC2)c1OC,i

Not all compounds are listed; rates above refer to the full screens.
